FXIIa inh = human FXIIa protease inhibitors, primary screen, biochemical, 1536-well; inhibition, % at 5 µM; Coagulation factor XII (Homo sapiens), P00748; purified FXIIa, Boc-QGR-AMC fluorogenic substrate, 2 h; 220,000 tested, 0.3% active; in the data active means inhibition above about 40%;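 further: 0% = enzyme with no compound and 100% = blank without enzyme; many of its hits are not listed in these tables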
Target sequence (P00748 20-372 limits assumed): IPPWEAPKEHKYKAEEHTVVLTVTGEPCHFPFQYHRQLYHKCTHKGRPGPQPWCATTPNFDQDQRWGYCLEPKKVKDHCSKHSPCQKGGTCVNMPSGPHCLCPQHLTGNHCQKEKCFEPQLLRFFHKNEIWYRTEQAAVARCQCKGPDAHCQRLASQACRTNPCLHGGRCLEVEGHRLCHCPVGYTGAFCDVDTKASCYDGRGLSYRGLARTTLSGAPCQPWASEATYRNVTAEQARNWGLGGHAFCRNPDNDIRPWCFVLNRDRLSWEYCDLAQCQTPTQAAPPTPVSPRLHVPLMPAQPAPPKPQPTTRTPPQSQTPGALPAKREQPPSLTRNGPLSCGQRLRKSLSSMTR
Target sequence (P00748 373-615 limits assumed): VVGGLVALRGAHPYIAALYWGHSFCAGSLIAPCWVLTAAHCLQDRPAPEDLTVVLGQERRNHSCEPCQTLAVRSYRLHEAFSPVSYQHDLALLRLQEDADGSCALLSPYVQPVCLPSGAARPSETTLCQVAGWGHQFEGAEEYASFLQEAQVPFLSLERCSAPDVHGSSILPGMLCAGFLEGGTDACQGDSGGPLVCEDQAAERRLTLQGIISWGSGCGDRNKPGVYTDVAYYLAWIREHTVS
Wee1 stabilizer = Wee1 degradation inhibitors, primary screen, cell-based, HeLa, Wee1K328M-luciferase, luminescence | Wee1-like protein kinase (Homo sapiens), P30291 | HeLa Luc-Wee1K328M stability; 100% = proteasome inhibitor MG132 effect | reporter increase, % at 5 µM | 220,000 tested, 1.2% active;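 active means activation above the mean of all tested compounds plus 3 SD, set per screening run, cut at about 8.8% in these data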;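 further: cells exposed to compound for 20 h before luminescence read; 0% = DMSO alone and 100% = MG132 at 30 µM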
CHOP inhibitor = inhibitors of CHOP promoter induction, primary screen, cell-based, unfolded protein response, luciferase reporter; CHO-K1 CHOP-promoter luciferase, tunicamycin-induced, 15-18 h; 220,000 tested, 3.8% active; AID 2732, 2010; inhibition, % at 10 µM;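 active means compounds that reduced the stress-induced luciferase reporter signal by more than about 70% of percent inhibition, limit read from the data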;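 further: 0% = tunicamycin plus vehicle and 100% = wells without tunicamycin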
L929 necroptosis = inhibitors of zVAD-triggered necroptosis, primary screen, L929 cells | 220,000 tested, 0.38% active | L929 zVAD necroptosis rescue, ATP luminescence, 24 h; with zVAD 60 µM | viability rescue, % at 10 µM;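 active means activation, scaled between plate controls, above about 75%, limit read from the data; inactive means activation under that limit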;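 further: 0% = zVAD with DMSO and 100% = DMSO alone without zVAD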
PGE2 EP2 inh = human EP2 receptor antagonists, primary screen, TR-FRET cAMP, C6 glioma cells | C6 glioma cells expressing human EP2; cells stimulated with saturating PGE2 | inhibition, % at 25 µM | 260,000 tested, 0.52% active;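 active means percent inhibition above 40 after rounding to a whole number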;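 further: rat C6 glioma host cells with rolipram phosphodiesterase inhibitor present; the protocol text gives 20 µM as final concentration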
Target sequence (P43116 whole entry, looked up): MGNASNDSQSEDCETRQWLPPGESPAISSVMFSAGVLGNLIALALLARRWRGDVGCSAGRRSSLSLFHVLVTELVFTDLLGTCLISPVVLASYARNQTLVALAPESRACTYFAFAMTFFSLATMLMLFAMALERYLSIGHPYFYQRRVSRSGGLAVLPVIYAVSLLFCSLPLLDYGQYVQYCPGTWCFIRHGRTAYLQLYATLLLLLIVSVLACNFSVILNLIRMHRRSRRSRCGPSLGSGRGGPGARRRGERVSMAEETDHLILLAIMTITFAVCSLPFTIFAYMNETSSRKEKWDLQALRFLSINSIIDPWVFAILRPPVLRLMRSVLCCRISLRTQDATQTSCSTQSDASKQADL
FXIa inh = human FXIa protease inhibitors, primary screen, biochemical, 1536-well; Coagulation factor XI (Homo sapiens), P03951; 220,000 tested, 0.14% active; inhibition, % at 5 µM; purified FXIa, Boc-Glu-Ala-Arg-AMC fluorogenic substrate; AID 798, 2007;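 active means inhibition of at least 40%; inactive means inhibition below 40%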;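 further: fluorescence of freed AMC excited at 355 nm; 0% = enzyme without compound and 100% = no enzyme blank; many of its hits are not listed in these tables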
PPC-1+TRAIL kill = compounds killing PPC-1 cancer cells with TRAIL present, primary screen, TRAIL potentiator project, ATPLite luminescence, uHTS | PPC-1 cells + TRAIL, ATPLite viability luminescence | cell killing (% activity), % at 4 µM | AID 1443, 2008 | 220,000 tested, 0.41% active;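 active means cell killing above 50% in the first pass at 4 µM, then a duplicate retest at 5 µM averaging 50% or more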;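 further: plate controls were cells with TRAIL plus DMSO for no effect and medium-only wells lacking cells for full effect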
Tb hexokinase = Trypanosoma brucei hexokinase 1 inhibitors, primary screen, biochemical, G6PDH-coupled NADH absorbance, MLSCN library; hexokinase 1 [Trypanosoma brucei]; recombinant TbHK1, G6PDH-coupled NADH A340; inhibition, % at 10 µM; 220,000 tested, 0.11% active;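 active means inhibition of 50% or more in the single-dose primary screen; inactive means inhibition below 50%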
TNF death inh = inhibitors of TNF-alpha triggered necroptosis, primary screen, cell-based, Jurkat FADD-/-, single concentration; Jurkat FADD-/- TNF necroptosis rescue, ATP luminescence, 24 h; 0 = TNF only, 100 = no-TNF cells; activation (protection from cell death), % at 10 µM; 220,000 tested, 0.068% active; AID 463075, 2010;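 active means activation, meaning protection from cell death, of at least 50% relative to plate controls; inactive means activation below 50%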;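 further: necroptosis triggered by 40 ng/mL TNF-alpha added together with compound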
Active calls of the source: *; x = no result given; & = joins results of further samples; [ ] = another dose, or the depositor's remark.

SMILES	FXIIa inh	Wee1 stabilizer	CHOP inhibitor	L929 necroptosis	PGE2 EP2 inh	FXIa inh	PPC-1+TRAIL kill	Tb hexokinase	TNF death inh
CCOc1ccc2c(c1)C(=NNC(=O)c1ccncc1)c1cc(OCC)ccc1-2	6	0	-5	1.1	8	-1	29	-12	1.7
Cc1ccc(CC(CC(=O)Nc2cccc(C(F)(F)F)c2)C(=O)O)cc1 (stereo not given)	8	-1	11	0.4	1	-3	9	7	0.6
COC(=O)c1cc2oc(C)cc2n1CC(=O)Nc1ccc(C)c(C)c1	-2	1	7	0.8	12	-9	1	-4	1.2
CCN(CC)S(=O)(=O)c1ccc(C)c(NC(=O)c2cc(C)oc2C)c1	3	-2	2	0.2	4	-1	7	2	2.3
CCOC(=O)N1CCC(n2c(=S)[nH]c3ccccc3c2=O)CC1	8	4	12	1.7	8	0	-5[5 µM]	-9	0.2
CCn1ncc(C2=NOC(C(=O)Nc3ccccc3C(=O)OC)C2)c1C (stereo not given)	18	1	26	1.7	11	2	8	-1	-3.4
CN1/C(=C\C(=O)C[n+]2ccc3ccccc3c2)C(C)(C)c2ccccc21	2	-1	3	0.9	8	-2	18	-31	-11
Cc1ncoc1C(=O)Nc1ccccc1-c1ccccc1	14	-1	58	0.7	6	1	-21	-10	-2.5
COc1ccc(S(=O)(=O)N(C)C)cc1NC(=O)COC(=O)c1nc2nccc(C)n2n1	8	4	-11	0.9	5	1	20	-4	-0.1
CN(CC(=O)NC(c1ccccc1)c1ccccc1)Cc1nc2ccccc2c(=O)[nH]1	8	-1	17	0.2	6	3	-12	4	-1.8
COc1ccc(N2C(=O)c3ccccc3NC2c2ccc(OC)c(COc3ccccn3)c2)cc1 (stereo not given)	5	0	9	2.2	11	1	21	-3	0.8
O=C(NC(=S)Nc1nc2ccccc2s1)c1cccs1	19	2	-9	-0.5	5	9	13	-2	0.6
CC(C)N1CCC(N2CCN(C3CCCCC3)CC2CCO)CC1 (stereo not given)	19	5	15	-2.5	18	15	22	3	1.3
COC(=O)c1cc2c(ccn2-c2ccc(F)cc2)n1Cc1ccc(C#N)cc1	10	-2	13	-0.4	11	7	13	0	-0.2
Cc1cc(C(=O)Nc2ccc(S(=O)(=O)Nc3nccs3)cc2)c(C)o1	14	0	26	0.4	6	4	18	3	-1.2
O=C(Cn1cc(C(F)(F)F)ccc1=O)N/N=C/c1ccccc1	9	4	-6	2.0	10	-1	12	1	-0.6
O=C(N/C=N/OCc1ccc(Cl)cc1Cl)NOCc1c(Cl)cccc1Cl	4	0	49	-0.4	9	8	3	-7	1.4
N#Cc1c2c(c(NCc3ccco3)n3c1nc1ccccc13)CCC2	23	-2	29	0.7	11	16	10	-13	-1.4
CCCCN(C(=O)c1ccc(Cl)c(S(=O)(=O)N2CCOCC2)c1)c1c(N)n(CCC)c(=O)[nH]c1=O	5	7	5	0.2	4	-2	6	-1	-0.3
CC(C(=O)OCC(=O)c1ccccc1)N1C(=O)c2ccccc2C1=O (stereo not given)	x	1	13	2.1	12	-3	34	0	0.2
COc1cccc(/C(C)=N/Nc2ncc(Cl)cc2Cl)c1	3	4	14	1.2	3	2	24	-16	5.8
CCOC(=O)CN1CC23C=CC(O2)C(C(=O)Nc2cc(OC)ccc2OC)C3C1=O (stereo not given)	6	7	17	0.2	3	0	14	2	1.5
Cc1nc([N+](=O)[O-])c(N2CCN(Cc3ccccc3)CC2)n1Cc1ccccc1	17	-1	-13	0.8	12	2	1	-6	2.4
CCn1c2ccccc2c2cc(/C=N/n3c(C)nnc3C)ccc21	12	-3	19	-0.3	8	3	20	-39	-3.7
COc1ccc(CC(=O)OC2CCCN(C)C2)cc1 (stereo not given)	15	0	1	0.0	9	9	13	6	0.1

Part of the list above with just PGE2 EP2 inh, Tb hexokinase and L929 necroptosis:
SMILES,PGE2 EP2 inh,Tb hexokinase,L929 necroptosis
Cc1ccc(CC(CC(=O)Nc2cccc(C(F)(F)F)c2)C(=O)O)cc1 (stereo not given),1,7,0.4
O=C(N/C=N/OCc1ccc(Cl)cc1Cl)NOCc1c(Cl)cccc1Cl,9,-7,-0.4
COC(=O)c1cc2c(ccn2-c2ccc(F)cc2)n1Cc1ccc(C#N)cc1,11,0,-0.4

Carrying on:
SMILES	FXIIa inh	Wee1 stabilizer	CHOP inhibitor	L929 necroptosis	PGE2 EP2 inh	FXIa inh	PPC-1+TRAIL kill	Tb hexokinase	TNF death inh
CCOc1ccc(N2C(=O)CC(/C=C3/N(C)c4ccccc4C3(C)C)C2=O)cc1 (stereo not given)	-7	-3	30	0.4	x	-1	16	-1	-2.1
Cc1nnc(SC/C=C/c2ccccc2)n(N)c1=O	4	1	-7	0.5	8	-4	13	-3	0.6
CC(=O)Nc1ccc(S(C)(=O)=O)c(C)c1	17	1	14	-0.4	7	9	22	-1	0.2
Cc1cc(C)nc(NS(=O)(=O)c2ccc(N/C=C\C(=O)c3ccc(Cl)cc3)cc2)n1	21	-2	82*	0.2	15	5	2	-29	-3.2
CCn1c(C)cc2c(c1=O)C(c1ccc3c(c1)OCO3)C(C#N)=C(N)O2 (stereo not given)	5	4	10	0.6	4	1	15	-4	-1.1
C/C=C/C(=O)N1CC2(CC(c3cccc(NC(=O)CCCCC)c3)=NO2)C[C@H]1C(N)=O (stereo not given in full)	0	x	-19	0.5	15	-2	-5	-7	3.4
CCN(CC)c1ccc(/C=N/NC(=O)OC)c(O)c1	8	2	-11	0.4	29	-3	18	-81	-5.5
O=C(NC(=S)Nc1ccc(S(=O)(=O)N2CCCCC2)cc1)c1cccs1	7	0	24	x	5	-3	5	6	-0.3
COc1cccc2cc(C(C)N(CCCN3CCOCC3)C(=S)Nc3ccc(C)c(C)c3)oc12 (stereo not given)	8	33*	13	-1.3	7	-2	-7	1	-0.9
COc1ccc(NC(=O)COC(=O)C2=COCCO2)cc1OC	7	4	2	5.8	5	1	-4	1	0.6
CCC[n+]1c(C)sc2c(OC)ccc(OC)c21	0	-2	19	1.0	3	-3	27	-7	0.4
CC1CC/C(=C\c2ccc3c(c2)OCO3)C(=O)/C1=C/c1ccc2c(c1)OCO2 (stereo not given)	7	1	20	0.2	13	0	4	-9	-15
O=C(c1cc(-c2ccccn2)nc2ccccc12)N1CCN(c2ncccn2)CC1	5	-2	16	-0.6	-2	-3	12	-2	-1.0
CC#CCN1c2ccccc2[C@]23C[C@@H](C(=O)OC)N(C(C)=O)C2=NC(C(=O)OC)=C(C(=O)OC)[C@H]13	6	x	21	-0.1	7	-2	15	-17	-0.2
C1=C(CCNC2=NCCCCC2)CCCC1	7	-1	0	-0.5	21	-4	17	1	-0.1
C=CCNc1sc(C(=O)c2ccc(C)cc2)c(N)c1C#N	6	6	1	-0.2	16	1	9	-14	-1.2
COC(=O)C(CC(C)C)Oc1ccc2c(C)cc(=O)oc2c1 (stereo not given)	5	2	-4	0.0	7	-4	8	-11	-1.7
CC(C)=C(NC(=O)c1ccccc1)C(=O)N/N=C(\C)c1ccccc1O	19	1	20	1.3	8	18	-7	8	1.6
O=C(O)c1cccc(Nc2ncnc3c2cnn3-c2ccccc2)c1	14	-2	34	0.6	2	5	20	-2	2.4
Cc1ccc(/C=N/Nc2ccnc3cc(Cl)ccc23)c(C)c1	16	-1	105*	12	6	7	16	-1	-16
O=C(NCc1ccncc1)Nc1ccccc1Cl	4	-1	4	1.1	7	3	19	4	2.8
CCN(CC)S(=O)(=O)c1ccc(C(=O)Nc2nnc(CSC)o2)cc1	8	3	14	0.0	0	1	14	-8	0.9
CCOC(=O)Cn1nc2sc3ccccc3n2c(=O)c1=O	3	0	0	-1.2	6	-17	-3	6	0.3
COc1ccccc1C/C(N)=N/OC(=O)COc1cccc(C)c1	30	4	2	0.0	10	25	14	2	0.9
Cc1ccc(C(=O)OCC(=O)NCC2CCCO2)c(C)c1 (stereo not given)	2	6	0	1.3	6	-4	16	-2	0.7

(list continues)
SMILES	FXIIa inh	Wee1 stabilizer	CHOP inhibitor	L929 necroptosis	PGE2 EP2 inh	FXIa inh	PPC-1+TRAIL kill	Tb hexokinase	TNF death inh
Cc1cc(C)c(C#N)c(SCc2nnc(-c3ccccc3[N+](=O)[O-])o2)n1	6	-1	34	0.9	8	1	40	-3	-0.7
CC(=O)Oc1ccc(N2C(=O)C3C(C2=O)C(C(=O)c2ccc(Cl)cc2)N2CCCC32)cc1 (stereo not given)	2	-2	7	0.8	10	4	3	-10	-8.3
CCOC(=O)CCC(NC(=O)c1cncc(O)c1)C(=O)OCC (stereo not given)	-2	-2	19	-0.1	3	2	19	-5	-2.6
CCCOC(=O)c1ccc(NC(=O)CSC2=Nc3ccccc3C3CC=NN23)cc1 (stereo not given)	-2	-2	21	-0.4	9	1	11	-14	-1.9
CCc1c(C)c2ccc(OCC(=O)N(C)C)c(C)c2oc1=O	33	-1	5	-0.1	6	21	18	-17	-1.9
COc1ccccc1OCCn1cc(C#N)c2ccccc21	18	2	19	-0.1	13	9	-31	5	-0.6
CC(C)CNS(=O)(=O)c1cc(C(=O)OCC(=O)N(C)C2CCS(=O)(=O)C2)c(Cl)cc1Cl (stereo not given)	6	1	7	0.5	0	0	11	-4	-10
CSc1nnc(C)c(/C=C/Nc2ccc(Cl)cc2)n1	-4	-2	-2	1.5	7	-1	2	-1	-12
CN(c1ccc(OCC(=O)N2CCOCC2)cc1)S(=O)(=O)c1ccc(F)cc1	7	1	23	1.3	1	-1	22	-4	0.6
Cc1nc2c(c(=O)c3ccccc3n2C)c(=O)n1-c1ccccc1	5	3	-16	-0.4	8	-4	2	-56	-4.3
Cc1ccccc1N=C1NC(=O)/C(=C/c2cccn2-c2cccc(C(=O)O)c2)S1	15	-1	7	2.0	12	8	-9	-2	0.8
O=C(C/C=N\OCc1c(Cl)cccc1Cl)Oc1ccc(Cl)cc1Cl	15	2	9	-0.2	18	3	-14	-2	-0.2
CC(C)N1C(=O)CCC1C(=O)N1CCN(c2ccccn2)CC1 (stereo not given)	12	-3	-7	x	10	7	4	0	0.8
O=C(/C=C/c1cccs1)NC(=S)Nc1ccccc1	3	3	4	9.3	5&9	-3	0	-12	2.9
COc1ccc(C2c3ccc4ccccc4c3Oc3ncn(CCCO)c(=N)c32)cc1 (stereo not given)	0	0	-7	4.5	14	-4	19	-13	-27
Cn1c(-c2ccc(Br)cc2)cnc1NCc1cccnc1	6	-2	1	0.0	0	4	4	5	0.0
O=C(COC(=O)c1ccccc1O)Nc1ccc(OC(F)F)cc1	-15	-1	72*	-0.1	13	-10	-5	4	1.2
COc1ccc(CCNC(=O)c2ccccc2NC(=O)c2ccco2)cc1OC	0	0	35	0.7	13	-2	18	4	-11
CC1=C(C(=O)N2CCCC(CCC(=O)NCc3ccc(F)c(F)c3)C2)OCCO1 (stereo not given)	2	1	-19	0.3	4	-5	30	-4	2.2
CCOC(=O)c1cc(CC)sc1NC(=O)c1ccc(N2C(=O)CCC2=O)cc1	30	0	-1	-0.1	6	15	-18	-7	-3.2
CCCCCn1c(CN2CCN(c3cccc(Cl)c3)CC2)nc2c1c(=O)n(C)c(=O)n2C	x	-4	x	-0.2	1	x	7	-6	-1.0

Source: PubChem BioAssay (several laboratories)

An excerpt (hit frequency here may not be typical).
